Screening results (PubChem)
TcdB inh: TcdB glycohydrolase inhibitors, primary screen, biochemical, single point, plate reader; Toxin B (Clostridioides difficile), P18177; TcdB glycohydrolase enzymatic assay; inhibition, % at 9.99 µM; 0.24% of 350,000 active; AID 652162, 2013; in the data active means inhibition above about 10%
Active calls of the source: *. Some of the compounds tested; rates above refer to the full screens.

SMILES	TcdB inh
CO[C@H]1CN(C)C(=O)c2ccc(NC(=O)c3nc4ccccc4s3)cc2OC[C@H](C)N(Cc2ccncc2)C[C@@H]1C	0.7
C[C@H]1CN([C@@H](C)CO)S(=O)(=O)c2ccc(C#Cc3cccnc3)cc2O[C@@H]1CN(C)C(=O)C1CC1	1.4
COc1ccccc1S(=O)(=O)N[C@@H]1C=C[C@@H](CC(=O)N2CCN(C)CC2)O[C@@H]1CO	-5.4
COc1ccccc1-c1ccc([C@@H]2[C@H]3CN(C(=O)c4ccncc4)CCCCN3[C@H]2CO)cc1	-0.5
Cc1noc(C)c1S(=O)(=O)N(C)C[C@H]1Oc2ccc(NC(=O)Cc3cn(C)c4ccccc34)cc2CC(=O)N([C@@H](C)CO)C[C@H]1C	-0.2
COc1cccc(CNC(=O)C[C@H]2CC[C@H]3[C@H](COc4ccc(NS(=O)(=O)c5ccccc5F)cc4C(=O)N3C)O2)c1	-0.7
CO[C@@H]1CN(C)C(=O)c2ccc(NS(=O)(=O)CC(F)(F)F)cc2OC[C@@H](C)N(C(=O)c2ccc3c(c2)OCO3)C[C@H]1C	0.1
CCC(=O)N(CC(C)C)C[C@@H]1[C@@H](c2ccccc2)[C@H](CO)N1C(=O)C1CCC1	-0.8
Cc1noc(C)c1S(=O)(=O)Nc1ccc2c(c1)CC(=O)N([C@@H](C)CO)C[C@H](C)[C@H](CN(C)CC1CC1)O2	1.0
C[C@@H]1CN([C@H](C)CO)C(=O)c2cc(N(C)C)ccc2O[C@@H](C)CCCCO[C@H]1CN(C)S(C)(=O)=O	-16
COc1ccc2c3c(n(C)c2c1)[C@H](CO)N(C)CC31CN(S(=O)(=O)c2cccc(F)c2)C1	-1.4
COCC#Cc1ccc2c(c1)O[C@H](CN(C)Cc1ccccc1F)[C@H](C)CN([C@@H](C)CO)S2(=O)=O	0.6
CO[C@@H]1CN(C)C(=O)c2ccc(NS(=O)(=O)c3ccc(C)cc3)cc2OC[C@@H](C)N(C)C[C@@H]1C	0.6
COc1cccc(NC(=O)C[C@H]2CC[C@@H]3[C@@H](COc4ccc(NC(=O)C5CCC5)cc4C(=O)N3C)O2)c1	-1.8
C/C=C/c1ccc([C@H]2[C@H](CO)N(C(C)=O)[C@H]2CN(CC)C(=O)CN(C)C)cc1	-0.7
C[C@H](CO)N1C[C@H](C)[C@H](CN(C)C(=O)Nc2cccc3ccccc23)Oc2ncc(C#Cc3ccccc3)cc2C1=O	0.2
Cc1ccc(S(=O)(=O)N(C)C[C@H]2Oc3c(NC(=O)C4CCOCC4)cccc3C(=O)N([C@H](C)CO)C[C@@H]2C)cc1	-1.3
COCC#Cc1cnc2c(c1)C(=O)N([C@@H](C)CO)C[C@@H](C)[C@@H](CN(C)C(=O)Cc1ccncc1)O2	0.0
COc1ccc2c3c([nH]c2c1)[C@H](CO)N(C(=O)c1ccccc1)CC31CCN(C(=O)NC(C)C)CC1	-1.9
C/C=C/c1ccc([C@H]2[C@H]3CN(C(=O)Nc4ccc(OC)cc4)CCCCN3[C@H]2CO)cc1	0.7
C[C@@H]1CCCCO[C@@H](CN(C)C(=O)CCC(F)(F)F)[C@@H](C)CN([C@H](C)CO)C(=O)c2cc(NS(=O)(=O)c3ccc(Cl)cc3)ccc2O1	0.3
CN1[C@@H]2c3ccc(-c4ccc(F)cc4)c(=O)n3C[C@@H]2[C@@H](CO)[C@@H]1C(=O)NCC1CC1	0.4
C[C@@H]1CN([C@H](C)CO)C(=O)c2cc(C#CCc3ccccc3)cnc2O[C@H]1CN(C)Cc1cccc(F)c1	1.1
CCC(=O)N1C[C@@H](C)[C@@H](OC)CN(C)C(=O)c2cc(NC(=O)COC)ccc2OC[C@@H]1C	-0.1
CN1c2ccc(Br)cc2[C@H]2[C@H](CCN2C(=O)Nc2ccc(F)cc2)[C@H]1CO	-1.1
Cc1ccc(S(=O)(=O)Nc2cccc3c2O[C@@H](CN(C)Cc2ccc4c(c2)OCO4)[C@@H](C)CN([C@@H](C)CO)C3=O)cc1	-0.9
O=S(=O)(c1ccccc1)N1CCCCN2[C@@H](CO)[C@@H](c3ccc(C#Cc4cccnc4)cc3)[C@@H]2C1	-0.2
O=C1CNC[C@@H]2[C@H](c3ccc(C4=CCCCC4)cc3)[C@H](CO)N12	-0.3
COCC(=O)N1C[C@H](C)[C@@H](OC)CN(C)C(=O)c2cc(NC(=O)Nc3cccc(F)c3)ccc2OC[C@H]1C	-0.8
C[C@H](O)C#Cc1ccc2c(c1)O[C@H](CN(C)CC1CCOCC1)[C@@H](C)CN([C@@H](C)CO)S2(=O)=O	1.2
COc1cccc(-c2ccc3n(c2=O)C[C@H]2[C@H](CO)[C@@H](C(=O)N(C)C)N(C(=O)C4CCC4)[C@@H]32)c1	-5.3
COc1ccc(NC(=O)N2CCCCN3[C@H](CO)[C@@H](c4ccc(-c5ccccc5C)cc4)[C@@H]3C2)cc1	-0.5
C[C@H]1CN([C@@H](C)CO)C(=O)Cc2cc(NC(=O)c3ccncc3)ccc2O[C@@H]1CN(C)CC1CC1	-0.2
CNC(=O)C[C@H]1CC[C@@H]2[C@H](COc3ccc(NC(=O)c4cc(F)cc(F)c4)cc3C(=O)N2C)O1	-0.3
O=C(C1CCCC1)N1[C@@H]2CN(S(=O)(=O)c3ccc(F)cc3)c3ccccc3[C@@H]2[C@@H]1CO	-0.8
C[C@@H]1CN([C@@H](C)CO)C(=O)c2cc(C#CC3CC3)cnc2O[C@@H]1CN(C)Cc1ccncc1	-1.0
C/C=C/c1ccc2c(c1)O[C@H](CN(C)C(=O)c1ccc(F)cc1)[C@H](C)CN([C@H](C)CO)S2(=O)=O	0.1
COc1ccc2c3c(n(C)c2c1)[C@@H](CO)N(C(=O)Nc1ccccc1F)CC31CCN(C)CC1	0.9
Cc1noc(C)c1S(=O)(=O)Nc1ccc2c(c1)C(=O)N([C@H](C)CO)C[C@@H](C)[C@@H](CN(C)CC1CCCCC1)OCCCC[C@@H](C)O2	-1.0
COc1ccc(S(=O)(=O)N(C)C[C@@H]2Oc3c(cccc3N(C)C)C(=O)N([C@H](C)CO)C[C@H]2C)cc1	-0.7
COc1ccc(S(=O)(=O)N(C)C[C@H]2OCc3ccccc3-c3c(n(C)c4ccccc34)C(=O)N([C@H](C)CO)C[C@H]2C)cc1	0.6
CO[C@H]1CN(C)C(=O)c2cc(NC(=O)C3CCCCC3)ccc2OC[C@@H](C)N(Cc2nccs2)C[C@@H]1C	0.0
C/C=C/c1ccc2c(c1)O[C@H](CN(C)Cc1ccc(F)cc1)[C@H](C)CN([C@H](C)CO)S2(=O)=O	2.4
C[C@@H]1CN([C@H](C)CO)C(=O)c2cc(NS(C)(=O)=O)ccc2O[C@@H](C)CCCCO[C@@H]1CN(C)C	-1.8
O=C(Nc1ccccc1)N[C@@H]1CC[C@@H](CCNS(=O)(=O)c2cccc(F)c2)O[C@H]1CO	0.5
CCCNC(=O)[C@H]1[C@H](CO)[C@H]2Cn3c(ccc(-c4cccc(OC)c4)c3=O)[C@H]2N1C	-0.8
C[C@H](CO)N1C[C@H](C)[C@H](CN(C)S(C)(=O)=O)Oc2ncc(C#CC3CCCCC3)cc2C1=O	1.6
C[C@H]1CN([C@@H](C)CO)C(=O)c2cccc(NS(=O)(=O)c3cccs3)c2O[C@H]1CN(C)C(=O)Nc1ccc(C(F)(F)F)cc1	-0.8
Cc1ccc(OC(=O)N(C)C[C@H]2OCc3ccccc3-c3c(n(C)c4ccccc34)C(=O)N([C@@H](C)CO)C[C@H]2C)cc1	0.4
COC(=O)[C@@H]1[C@@H](CO)[C@@H]2Cn3c(ccc(C4=CCCCC4)c3=O)[C@@H]2N1C(=O)c1ccccc1F	-1.2
C[C@H](O)C#Cc1ccc2c(c1)O[C@@H](CN(C)Cc1ccccn1)[C@@H](C)CN([C@@H](C)CO)S2(=O)=O	0.5
CC(=O)N(C)C[C@H]1Oc2ncc(C#C[C@@H](C)O)cc2C(=O)N([C@H](C)CO)C[C@H]1C	-1.3
C[C@H](CO)N1C[C@H](C)[C@@H](CN(C)CC2CC2)Oc2c(NC(=O)C3CCCCC3)cccc2C1=O	-0.5
C[C@H]1CN([C@@H](C)CO)C(=O)Cc2cc(NC(=O)CCN3CCOCC3)ccc2O[C@H]1CN(C)C(=O)Nc1ccc(C(F)(F)F)cc1	-0.8
C[C@H]1CN([C@@H](C)CO)C(=O)c2cccc(NC(=O)NC3CCCCC3)c2O[C@@H]1CN(C)S(=O)(=O)c1cn(C)cn1	-1.8
C[C@H](CO)N1C[C@H](C)[C@@H](CN(C)CC2CCCCC2)Oc2ccc(N(C)C)cc2C1=O	-3.3
O=S(=O)(N[C@@H]1CC[C@H](CCn2cc(C3(O)CCCC3)nn2)O[C@@H]1CO)c1ccccc1	0.4
CN1CCN(C(=O)C[C@@H]2C[C@@H]3c4cc(NC(=O)Nc5ccc(C(F)(F)F)cc5)ccc4O[C@@H]3[C@H](CO)O2)CC1	1.9
Cn1cnc(S(=O)(=O)N2C[C@@H](O)COC[C@H]3O[C@H](CC(=O)NCc4cc(F)cc(F)c4)CC[C@@H]32)c1	-5.2
COc1ccc(S(=O)(=O)Nc2ccc3c(c2)C(=O)N([C@@H](C)CO)C[C@@H](C)[C@H](CN(C)S(=O)(=O)c2cn(C)cn2)OCCCC[C@@H](C)O3)cc1	1.3

For convenience, some entries already given:
SMILES	TcdB inh
COC(=O)[C@@H]1[C@@H](CO)[C@@H]2Cn3c(ccc(C4=CCCCC4)c3=O)[C@@H]2N1C(=O)c1ccccc1F	-1.2
C[C@H](O)C#Cc1ccc2c(c1)O[C@@H](CN(C)Cc1ccccn1)[C@@H](C)CN([C@@H](C)CO)S2(=O)=O	0.5
CC(=O)N(C)C[C@H]1Oc2ncc(C#C[C@@H](C)O)cc2C(=O)N([C@H](C)CO)C[C@H]1C	-1.3
C[C@H](CO)N1C[C@H](C)[C@@H](CN(C)CC2CC2)Oc2c(NC(=O)C3CCCCC3)cccc2C1=O	-0.5
C[C@H]1CN([C@@H](C)CO)C(=O)Cc2cc(NC(=O)CCN3CCOCC3)ccc2O[C@H]1CN(C)C(=O)Nc1ccc(C(F)(F)F)cc1	-0.8
C[C@H]1CN([C@@H](C)CO)C(=O)c2cccc(NC(=O)NC3CCCCC3)c2O[C@@H]1CN(C)S(=O)(=O)c1cn(C)cn1	-1.8
C[C@H](CO)N1C[C@H](C)[C@@H](CN(C)CC2CCCCC2)Oc2ccc(N(C)C)cc2C1=O	-3.3
O=S(=O)(N[C@@H]1CC[C@H](CCn2cc(C3(O)CCCC3)nn2)O[C@@H]1CO)c1ccccc1	0.4
CN1CCN(C(=O)C[C@@H]2C[C@@H]3c4cc(NC(=O)Nc5ccc(C(F)(F)F)cc5)ccc4O[C@@H]3[C@H](CO)O2)CC1	1.9
Cn1cnc(S(=O)(=O)N2C[C@@H](O)COC[C@H]3O[C@H](CC(=O)NCc4cc(F)cc(F)c4)CC[C@@H]32)c1	-5.2
COc1ccc(S(=O)(=O)Nc2ccc3c(c2)C(=O)N([C@@H](C)CO)C[C@@H](C)[C@H](CN(C)S(=O)(=O)c2cn(C)cn2)OCCCC[C@@H](C)O3)cc1	1.3

(next part)
SMILES	TcdB inh
C[C@H]1CN([C@@H](C)CO)C(=O)Cc2cc(NC(=O)C3CCCCC3)ccc2O[C@@H]1CN(C)Cc1ccc(C(=O)O)cc1	-1.0
C[C@H]1CN([C@@H](C)CO)C(=O)c2cc(NC(=O)Nc3ccccc3)ccc2O[C@@H]1CN(C)S(=O)(=O)c1ccc(Cl)cc1	0.6
CCC(=O)N1[C@H](CO)[C@@H](c2ccccc2)[C@H]1CNC(=O)CN1CCOCC1	-2.0
C[C@H](CO)N1C[C@H](C)[C@@H](CN(C)S(=O)(=O)c2cccs2)Oc2ccc(NC(=O)Nc3ccc(F)cc3)cc2CC1=O	-0.5
CCCNC(=O)N1CC(=O)N2[C@H](CO)[C@H](c3ccc(C#CCC4CCCC4)cc3)[C@H]2C1	-0.7
C[C@@H]1CN([C@H](C)CO)C(=O)c2c(c3ccccc3n2C)-c2ccccc2CO[C@H]1CN(C)Cc1ccc(O)cc1	1.8
Cc1noc(C)c1S(=O)(=O)N(C)C[C@@H]1Oc2c(NC(=O)c3ccc(-c4nccs4)cc3)cccc2C(=O)N([C@@H](C)CO)C[C@H]1C	-12
CCCNC(=O)Nc1ccc2c(c1)OC[C@H](C)N(C(C)=O)C[C@H](C)[C@@H](OC)CN(C)C2=O	-0.3
CO[C@@H]1CN(C)C(=O)c2cc(NC(=O)C3CC3)ccc2OC[C@@H](C)N(S(=O)(=O)c2ccc(Cl)cc2)C[C@H]1C	-0.3
COc1ccc(S(=O)(=O)N(C)C[C@@H]2OCCCC[C@H](C)Oc3ccc(NS(=O)(=O)c4cccs4)cc3C(=O)N([C@@H](C)CO)C[C@H]2C)cc1	0.6
C[C@H]1CN([C@@H](C)CO)C(=O)c2c(c3ccccc3n2C)-c2ccccc2CO[C@H]1CN(C)C(=O)c1ccc(F)cc1	0.1
O=C(N[C@H]1C[C@@H]2O[C@H](CO)CC[C@@H]2O[C@@H]1CCc1ccc(C#CC2CC2)cc1)c1cccc(F)c1	-1.4
CN(C)CC(=O)Nc1ccc2c(c1)[C@H]1C[C@@H](CC(=O)NCC3CC3)O[C@@H](CO)[C@H]1O2	0.1
CO[C@H]1CN(C)C(=O)c2cc(NC(C)=O)ccc2OC[C@@H](C)N(Cc2nccs2)C[C@@H]1C	0.1
COCC#Cc1ccc2c(c1)O[C@@H](CN(C)Cc1cccnc1)[C@@H](C)CN([C@@H](C)CO)S2(=O)=O	-1.3
N#Cc1cccc(-c2ccc([C@H]3[C@H](CO)N4CCCCN(C(=O)Cc5ccncc5)C[C@@H]34)cc2)c1	0.6
CCC(=O)N[C@@H]1C=C[C@@H](CC(=O)NCCN2CCCCC2)O[C@H]1CO	0.5
COCC(=O)Nc1ccc2c(c1)OC[C@H](C)N(C(=O)c1ccccc1F)C[C@H](C)[C@H](OC)CN(C)C2=O	0.0
COc1cccc(-c2ccc3c(c2)[C@H]2[C@H](CCN2Cc2ccccc2OC)[C@H](CO)N3)c1	0.3
C[C@H]1CN([C@@H](C)CO)C(=O)CCCn2cc(nn2)CO[C@H]1CN(C)C(=O)Nc1ccnc(N2CCOCC2)c1	0.1
Cc1nn(C)cc1NC(=O)C[C@@H]1CC[C@H]2[C@H](COc3ccc(NC(=O)Nc4cccc(Cl)c4)cc3C(=O)N2C)O1	1.1
CO[C@H]1CN(C)C(=O)c2ccc(NS(=O)(=O)c3ccc(C)cc3)cc2OC[C@H](C)N(Cc2nccs2)C[C@H]1C	-0.1
